Screening results deposited in PubChem by several laboratories.
Spn DPM-DC inh – blocks S. pneumoniae diphosphomevalonate decarboxylase | purified DPM-DC, PK/LDH coupled NADH fluorescence | actives 0.49% (n = 65,000) | AID 556 | calls only at 10 µM;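 active = the 320 compounds with the highest percent inhibition in the single-dose primary screen, excluding strongly autofluorescent ones, cut at about 32% in these data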;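 note: kinetic rate of NADH fluorescence loss reporting ADP formed by the decarboxylase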
KRASV12 cytotoxicity – cytotoxicity in KRAS-transformed pancreatic duct cells, primary screen, cell-based, fluorescence, HTS (AID 431). cytotoxicity, % at 10 µM, or EC50 in µM where a hit was titrated. actives 1.7% (n = 63,000). HPDE-C7K KRASV12 cells, Alamar Blue viability, 48 h; higher % means a stronger effect;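 active = compounds whose percent cytotoxicity in the single-dose primary screen, scaled between solvent and toxic-drug controls, exceeds 50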;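 note: 0% = DMSO solvent wells and 100% = doxorubicin-treated wells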
HT1080 cytotoxicity – cytotoxicity in HT1080 fibrosarcoma cells, cell-based, fluorescence readout (AID 620) | HT1080 viability, fluorescence; higher % means a stronger effect | cytotoxicity, % at 10 µM, or EC50 in µM where a hit was titrated | actives 0.42% (n = 87,000);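 note: cells exposed to compound overnight then 4 h with Alamar Blue; 0% = vehicle DMSO and 100% = killing control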
HPDE-C7 cytotoxicity – cytotoxicity in HPDE-C7 cells, cell-based, fluorescence, HTS (AID 430); cytotoxicity, % at 10 µM, or EC50 in µM where a hit was titrated; actives 1.8% (n = 63,000); HPDE-C7 pancreatic duct cells viability, fluorescence; higher % means a stronger effect;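 note: cells exposed to compound for 48 hours before viability readout; 0% = vehicle and 100% = reference cytotoxic drug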
MK inhibit – S. pneumoniae mevalonate kinase inhibition. inhibition, % at 10 µM. AID 555. actives 0.48% (n = 65,000). purified MK, PK/LDH-coupled NADH absorbance 340 nm;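 active = ranked among the strongest by inhibition in the single 10 µM screen, a fixed top-ranked set picked for dose follow-up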; note: no value below 0 was filed
Bfl-1 displacement – Bfl-1 inhibitors, primary screen, biochemical, fluorescence polarization, FITC-Bid, mouse (AID 432); FITC-Bid BH3 peptide fluorescence polarization displacement; higher % means a stronger effect; one-dose displacement, % at 20 µM; IC50 in µM for titrated hits; actives 0.02% (n = 64,000); in the data active = a potency from the dose series; inactive = the rest, 99 in 100 with displacement below about 15%; note: strong numbers were not always called active
Alkaline phosphatase – inhibition of tissue-nonspecific alkaline phosphatase – biochemical, luminescent (AID 518). actives 0.09% (n = 64,000). purified TNAP enzyme, luminescent substrate readout; higher % means a stronger effect. inhibition, % at 20 µM; hits with a dose series show IC50 in µM; in the data active = a potency from the dose series; inactive = the rest, 99 in 100 with inhibition below about 22%;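 note: plate controls were vehicle for no effect and reference inhibitor for full effect; many of its hits are not listed in these tables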
LYP phosphatase – LYP phosphatase inhibitors, primary screen, biochemical, DiFMUP fluorescence, recombinant catalytic domain, 10 µM (AID 606) | 52,000 tested, under 10 active | inhibition, % at 10 µM; hits with a dose series show IC50 in µM | recombinant LYP catalytic domain, DiFMUP fluorescence; higher % means a stronger effect;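 active = IC50 under 40 µM in the dose-response test; inactive = IC50 of 40 µM or more, or never dose-tested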
Spn PMK inh – blocks S. pneumoniae phosphomevalonate kinase. purified PMK, PK/LDH-coupled NADH absorbance 340 nm. inhibition, % at 10 µM. actives 0.49% (n = 65,000). AID 539;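 active = top-ranked compounds by inhibition in the single 10 µM screen, taking a fixed number of the strongest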;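 note: 0% = full reaction with DMSO carrier and 100% = background rate without enzyme reaction; no value below 0 was filed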
Spn PMK inh pilot replicates – second read-out of Spn PMK inh, no call of its own (marks repeat the call); inhibition, %; measured here: pilot screen replicates
MK inhibit pilot replicates – second read-out of MK inhibit, no call of its own (marks repeat the call); inhibition, %; measured here: pilot screen replicates
Spn DPM-DC inh pilot screen % – recorded beside Spn DPM-DC inh, whose call it bears; inhibition, %; measured here: pilot screen trials
The depositor's hits bear a star; i = inactive; nt = not tested or not shown; + = active, no number; [ ] = another dose, or the depositor's remark. Cut-off read from the data, not from the text of the source, unless noted: active = cytotoxicity above about 50%; inactive = the rest.

SMILES | Spn DPM-DC inh | KRASV12 cytotoxicity | HT1080 cytotoxicity | HPDE-C7 cytotoxicity | MK inhibit | Bfl-1 displacement | Alkaline phosphatase | LYP phosphatase | Spn PMK inh | others
CCOC(=O)c1cc2c(=O)n3cccc(C)c3nc2n(CCc2ccccc2)c1=N | +[fluoresces] | -7% | 10% | 2% | 4 | 12% | 18% | 9% | 5 | Spn PMK inh pilot replicates=4.0;MK inhibit pilot replicates=1.0;Spn DPM-DC inh pilot screen %=100*
Cc1cccc(OCC(=O)N2CCC(c3ccccc3)C2)c1 (stereo unspecified) | i | -1% | -3% | 4% | 2 | -5% | 18% | 5% | 0 | Spn PMK inh pilot replicates=0.0;MK inhibit pilot replicates=0.0;Spn DPM-DC inh pilot screen %=0.0
CC(=O)NCCn1c(SCC(=O)NCC2CCCO2)nc2ccccc2c1=O (stereo unspecified) | i | -2% | 0% | -5% | 0 | 1% | 9% | nt | 13 | Spn PMK inh pilot replicates=0.0;MK inhibit pilot replicates=0.5;Spn DPM-DC inh pilot screen %=0.0
CCOc1ccccc1N(CC(=O)O)S(=O)(=O)c1ccccc1 | i | -8% | 3% | 6% | 13 | -8% | 16% | 2% | 5
Cn1c(CNC(=O)C(C)(C)C)nc2ccccc21 | i | -8% | 1% | -5% | 0 | -5% | 1% | 14% | 9
Cc1cccc(NC(=O)Cn2cnc3c(cnn3-c3ccc(F)cc3)c2=O)c1C | i | -2% | -1% | -9% | 3 | 0% | 2% | 4% | 0
CS(=O)(=O)Nc1ccc(C(=O)NCC2CCCO2)cc1 (stereo unspecified) | i | -3% | 5% | 7% | 9 | -4% | 12% | 5% | 6
COCCn1c(N2CCN(c3ccc(OC)cc3)CC2)nc2c1c(=O)n(C)c(=O)n2C | i | -16% | -14% | -4% | 5 | -4% | -8% | 20% | 5
COc1ccc(N2CCN(c3nc(NC(C)(C)C)nc(N4CCCCC4)n3)CC2)cc1 | i | 15% | -8% | 18% | 4 | -1% | 7% | 8% | 5
CCOc1cc(C#N)c(NC(=O)CSc2nnnn2-c2ccc(OC)cc2)cc1OCC | i | -6% | 2% | 0% | 7 | -3% | -1% | 3% | 9
CCOC(=O)c1cc2sccc2n1CC(=O)c1ccc2c(c1)OCCO2 | i | 6% | -2% | 1% | 3 | 3% | 4% | 4% | 12
Cc1ccc(Cn2ncc3c(N4CCN(c5ccccc5C)CC4)ncnc32)cc1 | i | 11% | -7% | 12% | 10 | -13% | 2% | 11% | 7
O=C(CSc1ccc2nnc(-c3ccncc3)n2n1)Nc1ccc2c(c1)OCCO2 | i | 2% | nt | 11% | 30 | -6% | 4% | -7% | 0
COc1ccc(N(CC(=O)N2CCCC(C)C2)S(=O)(=O)c2c(C)nn(C)c2C)cc1 (stereo unspecified) | i | 3% | -8% | 2% | 9 | -7% | 6% | 5% | 0
COc1ccccc1NC(=O)c1oc2ccc(C)cc2c1C | i | 6% | -5% | -4% | 0 | -4% | 3% | -2% | 1
CC1(C)Cc2nc3sc4c(=O)[nH]cnc4c3cc2CS1 | + | 6% | -1% | 8% | 9 | 2% | 7% | 15% | 8
O=C1C2C(C(=O)N1CC1CCCO1)C1C=CC2C12CC2 (stereo unspecified) | i | 3% | nt | 0% | 7 | 0% | 10% | 9% | 9
CCCCCC(=O)N(CN1C(=O)CCC1=O)c1ccccc1 | i | -9% | 3% | -10% | 8 | -4% | 11% | 6% | 12 | Spn PMK inh pilot replicates=4.5;MK inhibit pilot replicates=1.0;Spn DPM-DC inh pilot screen %=1.5
CCc1cc(C(=O)N2CCOCC2)c(NC2=NS(=O)(=O)c3ccccc32)s1 | i | 6% | 10% | 0% | 4 | -2% | 10% | 2% | 1
COc1ccc(-c2cn3c(n2)CCC3)cc1 | i | 22% | 23% | 14% | 5 | -8% | 8% | -7% | 13
CCOC(=O)N1CCN(C(=O)CN(Cc2ccccc2)S(C)(=O)=O)CC1 | i | -4% | 2% | 2% | 15 | -1% | 12% | 12% | 4
O=C(O)C1CC(=O)N(C2CCCCCC2)C1 (stereo unspecified) | i | -4% | 32% | -14% | 11 | -5% | 7% | 14% | 5
COc1ccc(-c2nnn(CC(=O)N(CC(=O)NCCC(C)C)c3ccccc3)n2)cc1OC | i | -11% | -6% | -2% | 6 | -10% | 1% | 2% | 6
COc1cccc2cc(C(=O)Nc3cccnc3N3CCOCC3)c(=O)oc12 | i | 7% | 5% | 5% | 4 | 16% | 11% | 13% | 20 | Spn PMK inh pilot replicates=0.0;MK inhibit pilot replicates=0.0;Spn DPM-DC inh pilot screen %=0.0
CCOc1ccccc1C1C(C(=O)OC)=C(N)OC2=C1C(=O)CCC2 (stereo unspecified) | i | 1% | -2% | -3% | 2 | -3% | 10% | nt | 18
CC(=O)Nc1ccc(S(=O)(=O)N2CCSC2c2ccc(Cl)cc2)cc1 (stereo unspecified) | i | 10% | -6% | 2% | 4 | 5% | 0% | -4% | 11

Three structures from above, arranged by number of heavy atoms, largest number first:
SMILES | Spn DPM-DC inh | KRASV12 cytotoxicity | HT1080 cytotoxicity | HPDE-C7 cytotoxicity | MK inhibit | Bfl-1 displacement | Alkaline phosphatase | LYP phosphatase | Spn PMK inh | others
COCCn1c(N2CCN(c3ccc(OC)cc3)CC2)nc2c1c(=O)n(C)c(=O)n2C | i | -16% | -14% | -4% | 5 | -4% | -8% | 20% | 5
CCCCCC(=O)N(CN1C(=O)CCC1=O)c1ccccc1 | i | -9% | 3% | -10% | 8 | -4% | 11% | 6% | 12 | Spn PMK inh pilot replicates=4.5;MK inhibit pilot replicates=1.0;Spn DPM-DC inh pilot screen %=1.5
Cn1c(CNC(=O)C(C)(C)C)nc2ccccc21 | i | -8% | 1% | -5% | 0 | -5% | 1% | 14% | 9

12 consecutive compounds from above, quoted:
SMILES | Spn DPM-DC inh | KRASV12 cytotoxicity | HT1080 cytotoxicity | HPDE-C7 cytotoxicity | MK inhibit | Bfl-1 displacement | Alkaline phosphatase | LYP phosphatase | Spn PMK inh | others
COCCn1c(N2CCN(c3ccc(OC)cc3)CC2)nc2c1c(=O)n(C)c(=O)n2C | i | -16% | -14% | -4% | 5 | -4% | -8% | 20% | 5
COc1ccc(N2CCN(c3nc(NC(C)(C)C)nc(N4CCCCC4)n3)CC2)cc1 | i | 15% | -8% | 18% | 4 | -1% | 7% | 8% | 5
CCOc1cc(C#N)c(NC(=O)CSc2nnnn2-c2ccc(OC)cc2)cc1OCC | i | -6% | 2% | 0% | 7 | -3% | -1% | 3% | 9
CCOC(=O)c1cc2sccc2n1CC(=O)c1ccc2c(c1)OCCO2 | i | 6% | -2% | 1% | 3 | 3% | 4% | 4% | 12
Cc1ccc(Cn2ncc3c(N4CCN(c5ccccc5C)CC4)ncnc32)cc1 | i | 11% | -7% | 12% | 10 | -13% | 2% | 11% | 7
O=C(CSc1ccc2nnc(-c3ccncc3)n2n1)Nc1ccc2c(c1)OCCO2 | i | 2% | nt | 11% | 30 | -6% | 4% | -7% | 0
COc1ccc(N(CC(=O)N2CCCC(C)C2)S(=O)(=O)c2c(C)nn(C)c2C)cc1 (stereo unspecified) | i | 3% | -8% | 2% | 9 | -7% | 6% | 5% | 0
COc1ccccc1NC(=O)c1oc2ccc(C)cc2c1C | i | 6% | -5% | -4% | 0 | -4% | 3% | -2% | 1
CC1(C)Cc2nc3sc4c(=O)[nH]cnc4c3cc2CS1 | + | 6% | -1% | 8% | 9 | 2% | 7% | 15% | 8
O=C1C2C(C(=O)N1CC1CCCO1)C1C=CC2C12CC2 (stereo unspecified) | i | 3% | nt | 0% | 7 | 0% | 10% | 9% | 9
CCCCCC(=O)N(CN1C(=O)CCC1=O)c1ccccc1 | i | -9% | 3% | -10% | 8 | -4% | 11% | 6% | 12 | Spn PMK inh pilot replicates=4.5;MK inhibit pilot replicates=1.0;Spn DPM-DC inh pilot screen %=1.5
CCc1cc(C(=O)N2CCOCC2)c(NC2=NS(=O)(=O)c3ccccc32)s1 | i | 6% | 10% | 0% | 4 | -2% | 10% | 2% | 1
